# High-throughput results as filed in PubChem BioAssay.
# S aureus QS inh: S. aureus quorum sensing inhibitors, primary screen, RNAIII-GFP reporter, flow cytometry; S. aureus RN6390 RNAIII-GFP reporter, AIP-induced, flow cytometry 3 h; inhibition, % at 2 µM; AID 527, 2006; 24,000 tested, 0.3% active;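 active = share of bacteria positive for the green fluorescent reporter and its mean brightness both inhibited by 50% or more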;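 note: 0% = AIP-stimulated control and 100% = unstimulated bacteria without AIP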
# S aureus QS inh GFP MFI %: recorded beside S aureus QS inh, whose call it bears; inhibition, %; measured here: inhibition of GFP MFI
# The depositor's hits bear a star.
S aureus QS inh	S aureus QS inh GFP MFI %	mol
-1	-12	O=C(c1ccco1)N1CCN(c2nc3ccccc3c(=O)n2-c2ccccc2)CC1
0	4	Cc1cccc(Cn2c(SCC(=O)Nc3ccccc3)nc3c2c(=O)[nH]c(=O)n3C)c1
40	56	O=C(Nc1nc(-c2cccs2)cs1)c1cccc(S(=O)(=O)N2CCCCC2)c1
2	39	CCOC(=O)C1CCCN(C(=O)Cn2nc(CC)n3c(cc4sccc43)c2=O)C1 (stereo not drawn)
0	2	COc1nc(Oc2ccc(=O)n(C)n2)nc(N(C)C)n1
0	-22	CC(C)(C)C1CCc2onc(C(=O)NCc3ccc(F)cc3)c2C1 (stereo not drawn)
0	7	COc1ccc(C(CC(=O)O)NC(=O)Cc2ccccc2)cc1 (stereo not drawn)
0	-18	O=C1CSC(c2ccccn2)N1c1ccccc1 (stereo not drawn)
3	27	C=CCSc1nc2c(c(=O)[nH]1)C(C(C)C)C(C#N)=C(N)O2 (stereo not drawn)
-1	-17	CCCc1[nH]nc2c1C(c1ccncc1)C(C#N)=C(N)O2 (stereo not drawn)
-2	17	Cc1nnc(SCCn2c(Br)nc3c2c(=O)n(C)c(=O)n3C)s1
61*	74*	CC(CCc1ccco1)NC(=O)c1cc2c(-c3ccccc3F)nn(C)c2s1 (stereo not drawn)
5	22	COc1ccc(-c2[nH]nc3c2C(c2ccncc2)C(C#N)=C(N)O3)cc1 (stereo not drawn)
-1	-9	Cc1nccn1S(=O)(=O)c1ccc(Br)cc1Br
-2	-6	Nc1nnc(-c2cn(-c3ccccc3)nc2-c2ccccc2)o1
2	11	CCCCCOC(=O)CSc1nnc(-c2ccccc2)c(=O)[nH]1
-1	27	O=C(O)c1cccc(Cn2cccn2)c1
-2	4	CCOC(=O)c1cc(-c2ccc3c(c2)OCO3)nc2onc(C)c12
-10	-20	CC1(C)CC(=O)N(CC(=O)O)c2ccccc2S1(=O)=O
-1	-13	O=C(CCNC(=O)c1ccc(Br)o1)NCc1ccccn1
-3	-20	CCCC(=O)N(c1ccc2oc(=O)sc2c1)S(=O)(=O)c1cccs1
4	17	NC(=O)Cn1c(=O)oc2ccccc21
-1	-5	Cc1cc(=O)oc(C)c1C(=O)NCCCN1CCN(c2ccccc2F)CC1
0	2	COc1cc2c(C(=O)N3CCN(Cc4ccc5c(c4)OCO5)CC3)cn(C)c(=O)c2cc1OC
-4	-10	CCOc1ccc(-n2c(=O)cc(N3CCN(c4ccc(F)cc4)CC3)[nH]c2=O)cc1
1	9	Nc1nnc(SCC(=O)Nc2sc3c(c2C(=O)c2ccccc2)CCCC3)s1
0	6	CN(c1ccc(Cl)cc1)c1cc(=O)n(C)c2ccccc12
0	-6	CCCN1CCN(CCCNC(=O)Cn2nc(-c3ccc(Cl)cc3)ccc2=O)CC1
-1	-1	CCOC(=O)CC12CN3CN(C1)CC(CC(=O)OCC)(C3)C2=O
-1	16	CC(=O)Nc1ccc(S(=O)(=O)N(CC(=O)O)Cc2ccccc2)cc1
-3	-15	CCn1c(=O)cc(OCC(=O)NCc2ccco2)c2ccccc21
-1	-4	COc1ccccc1-c1nc2n(n1)C(c1ccc(Cl)cc1)C(C(N)=O)=C(C)N2 (stereo not drawn)
1	7	COc1ccc(CCNc2oc(-c3ccc(C)cc3)nc2C#N)cc1OC
-1	-7	CN(CC(=O)NCc1cccs1)S(=O)(=O)c1cccc2cccnc12
0	5	O=C(COc1ccccc1)N1CCN(C(=O)c2cccc(F)c2)CC1
10	22	CC(C)CN(CC(C)C)S(=O)(=O)N1CCC(C(=O)NCc2ccc(F)cc2)CC1
0	10	COc1ccccc1NC(=O)c1ccc(COc2ccccc2OC)o1
10	21	CNC(=O)c1cccc(N2CCCC2=O)c1
0	4	CCOc1ccc(S(=O)(=O)Nc2ccc(Cl)cn2)c(C)c1C
0	1	O=S(=O)(NCCc1ccccc1F)c1cccc(S(=O)(=O)N2CCOCC2)c1
4	10	O=c1oc(-c2cccc(S(=O)(=O)N3CCOCC3)c2)nc2ccccc12
0	2	CC(C)Nc1ncnc2c1cnn2-c1ccccc1
-2	-8	S=c1[nH]ncn1/N=C/c1ccccc1
1	-13	CC(NC(=O)CN1CCN(Cc2ccc(Cl)cc2)C1=O)c1ccc2c(c1)OCCO2 (stereo not drawn)
0	-7	Cc1c(C(=O)N2CCN(Cc3ccccc3)CC2)sc2ncnc(N3CCOCC3)c12
0	2	O=C(/C=N/O)Nc1cccnc1
0	8	COc1ccccc1C(=O)NCCc1nc2ccccc2n1C
0	13	Cc1ccc(S(=O)(=O)c2nc(-c3ccco3)oc2SCC(=O)NCC2CCCO2)cc1 (stereo not drawn)
-2	-4	COc1cc2[nH]c(=O)c(C(=O)NCCCN3CCCCC3)c(O)c2cc1OC
8	32	COc1ccccc1-n1c(SCC(=O)NC(C)(C)C)nnc1-c1ccco1
1	10	Cc1cc(C)c2c(N)c(C(=O)c3ccccc3)oc2n1
-1	-2	CC1=C(C(=O)NC2CCC(C)CC2)C2(CCC(C)CC2)OC1=O (stereo not drawn)
1	-7	O=C(NCCCN1CCCC1)c1cccc(N2CCCC2=O)c1
0	2	COC(=O)Cn1cnc2c(nnn2-c2ccc(C)cc2)c1=O
-4	-13	Nc1nonc1NC(=O)CSc1nc2ccccc2s1
0	-15	COc1ccccc1C1C(C#N)=C(N)Oc2cc(C)n(Cc3ccccn3)c(=O)c21 (stereo not drawn)
1	4	CCCS(=O)(=O)N1CCC(C(=O)NC2CCC(C)CC2)CC1 (stereo not drawn)
-2	-11	CCOC(=O)C1(N(CC)CC)Sc2cc(C)ccc2NC1=O (stereo not drawn)
27	26	Cc1ccc(NC(=O)CNS(=O)(=O)c2cccs2)cc1F
1	5	Cn1cccc1Cc1nnc(SCC(=O)Nc2ccc(F)cc2F)n1-c1ccc(F)cc1

# Whole records as entered above.
# COc1ccccc1C1C(C#N)=C(N)Oc2cc(C)n(Cc3ccccn3)c(=O)c21 (stereo not drawn) in the list: S aureus QS inh = 0; S aureus QS inh GFP MFI % = -15
# COc1cc2[nH]c(=O)c(C(=O)NCCCN3CCCCC3)c(O)c2cc1OC in the list: S aureus QS inh = -2; S aureus QS inh GFP MFI % = -4

# Later entries:
S aureus QS inh	S aureus QS inh GFP MFI %	mol
1	3	Cc1ccc(CN2C(=O)CCC2C(=O)NC(C)C)cc1 (stereo not drawn)
0	9	CCOC(=O)N1CCC(n2c(SCC(=O)Nc3nccs3)nc3ccsc3c2=O)CC1
1	3	O=C(NCc1ccc(F)cc1)C1CCN(S(=O)(=O)N2CCCCC2)CC1
0	-15	O=C(CSc1nnc(CNC(=O)c2cccs2)o1)NCc1ccc(F)cc1
0	4	Cc1ccccc1C1CC(c2ccc(F)cc2)Nc2nc(N)nn21 (stereo not drawn)
-4	-4	Cc1nc2nc(C)c(CCC(=O)N3CCc4ccccc43)c(C)n2n1
-4	-10	CC1(C)CC(=O)C2=C(C1)N(CC1CCCO1)C(=O)C2(O)C(F)(F)F (stereo not drawn)
0	2	CCN1C(=O)/C(=C2\C=Cc3ccccc3N2CC)OC1=S
0	-4	O=S(=O)(Nn1cnnc1)c1ccccc1Cl
6	22	CCN(CCCNC(=O)c1cn(CC)c2ccc(S(=O)(=O)N(C)C)cc2c1=O)c1cccc(C)c1
4	7	Cc1oc2ccc(O)cc2c1C(=O)c1ccc(Cl)cc1
-2	-22	COc1cc(CC(=O)Nc2ncc(C)s2)cc(OC)c1OC
0	-6	NC(=O)C1(N2CCCCC2)CCN(CC(=O)Nc2cc(Cl)ccc2Cl)CC1
-1	-54	COc1ccccc1N1CCN(C(=O)CSc2nc(-c3ccccc3)cc(=O)[nH]2)CC1
-2	1	Cc1ccc(C(c2sc3ncnn3c2O)N2CC(C)CC(C)C2)cc1 (stereo not drawn)
-5	-12	CC(C)(C)NC(=O)Cn1nnc(-c2ccccc2Cl)n1
-2	8	CCOc1ccc(NC(=O)CCS(=O)(=O)c2ccc3c(c2)CCCN3C(C)=O)cc1
-1	5	COc1ccc(CNC(=O)C2COc3ccccc3O2)c(OC)c1 (stereo not drawn)
-5	-36	Cn1nnnc1SCc1cn2cccnc2n1
-1	4	CC1CCCN(C(=O)CSCC(=O)N=c2sc3ccccc3n2C)C1 (stereo not drawn)

# Laid out differently: two of the compounds above.
canonical_smiles | S aureus QS inh | S aureus QS inh GFP MFI %
O=C(NCCCN1CCCC1)c1cccc(N2CCCC2=O)c1 | 1 | -7
COC(=O)Cn1cnc2c(nnn2-c2ccc(C)cc2)c1=O | 0 | 2

# Going on with the list.
S aureus QS inh	S aureus QS inh GFP MFI %	mol
-1	6	CCCCN(CC)C(=O)Cc1c(C(=O)O)[nH]c2ccc(Cl)cc12
9	26	c1cc2c(cc1Nc1nc(-c3ccc4c(c3)OCO4)cs1)OCCO2
4	17	O=C(Nc1ccc(N2CCCC2)cc1)c1ccc(Br)o1
1	9	COc1ccc(NC(=O)CN2CCN(CC(=O)Nc3ccc4c(c3)OCO4)CC2)cc1
-1	-1	CCOc1cccc(C(=O)N(Cc2ccc(F)cc2)C2CCS(=O)(=O)C2)c1 (stereo not drawn)
-4	-12	CCC(C)NC(=O)C(NS(=O)(=O)c1cccc2nsnc12)c1ccccc1 (stereo not drawn)
1	-4	Cn1c(NCCO)nc2c(c1=O)C1(CCCCC1)Cc1ccccc1-2
4	9	c1ccc2nc(-c3nc4ccccc4[nH]3)ccc2c1
-2	0	CCN(CC)S(=O)(=O)c1ccc(NC2c3ncccc3C(=O)N2Cc2ccccc2)cc1 (stereo not drawn)
4	4	CCOC(=O)c1sc(=S)n(-c2cccc(OC)c2)c1N
0	6	CCOC(=O)/N=C(/NC(=O)Nc1ccc(C(=O)OCC)cc1)OC
-2	3	CCCC(OC(=O)CN1C(=O)COc2ccccc21)C(=O)NC1CCCC1 (stereo not drawn)
-4	-22	CC(C)(C)n1nc2c(c1NC(=O)c1cccs1)CS(=O)C2 (stereo not drawn)
9	11	Cc1noc(NS(=O)(=O)c2ccc(N/C=C/C(=O)c3ccc4c(c3)OCO4)cc2)c1C
6	7	COc1cc(NC(=O)CN2CCN(c3ccccc3F)CC2)cc(OC)c1
0	-14	CCN1CCCC1CNC(=O)C(NC(=O)C1CCC(C)CC1)C(C)C (stereo not drawn)
-1	-1	O=C1C2CC=C(Cl)CC2C(=O)N1c1ncn[nH]1 (stereo not drawn)
0	16	CN1CCN(C(=O)C2CCCCC2C(=O)O)CC1 (stereo not drawn)
2	18	O=C(CSCc1cnn(-c2ccccc2)c1-n1cccc1)NCc1ccc2c(c1)OCO2
16	10	Cc1oc(-c2ccccc2F)nc1CN1CCC(C(=O)NCCC2=CCCCC2)CC1
-2	-16	CCOc1cccc2c1OC1(C)CC2NC(=O)N1c1ccc(OC)cc1 (stereo not drawn)
-1	2	CC(=O)c1sc(NC(=O)C2COc3ccccc3O2)nc1C (stereo not drawn)
-1	-3	CC(C)CNC(=O)c1noc2c1CCCC2
0	1	COc1cccc(N(C(C)=O)c2nc(C)cc(C)c2C#N)c1
0	-5	CCOc1ccc(Cn2nnc(C(=O)NCc3ccccc3)c2N)cc1
-1	-15	NC(=O)NC(=O)CSc1cccc(C(F)(F)F)c1
-2	-22	CC1CN(CC(O)COc2ccc(C(C)C)cc2)CC(C)O1 (stereo not drawn)
-1	2	O=C(Nc1ccccc1)C1=C(O)CC(c2ccoc2)CC1=Nc1ccccc1 (stereo not drawn)
0	-5	CCOC(=O)c1[nH]c2ccccc2c1NC(=O)C1CCCCC1
1	-6	CCCN(c1ccc(OCC)cc1)S(=O)(=O)c1ccc2c(c1)CCN2C(=O)CCC(=O)O
-3	-21	CCOC(=O)CNc1c(N2CCN(c3ccccn3)CC2)c(=O)c1=O
-1	-6	O=C(Nc1cccc(-c2nnc(-c3ccccc3)o2)c1)C1CCCCC1
-1	-3	NC(=O)c1cccc2c1C(=O)N(C1CCCCC1)C2
-2	-5	CCOCCCNC(=O)Cn1cc2c(n1)CCCCC2
0	-1	CC(C)Cn1c2c(c(O)c(C(=O)Nc3ncccc3O)c1=O)CCCC2
-6	-10	O=C(c1cc(-c2ccco2)on1)N1CCOCC1
0	3	CCC(C)C(NC(=O)OC(C)(C)C)C(=O)NC(CC(C)C)C(N)=O (stereo not drawn)
0	1	CC1CCC(NC(=O)Cn2cc3c(n2)CCCC3)CC1 (stereo not drawn)
-6	-19	COC(=O)C1C2C=CC3(CN(c4cccc(Cl)c4)C(=O)C13)O2 (stereo not drawn)
-4	-9	Cc1cccc(N2CCN(c3nc4ccc(Cl)cc4n4cnnc34)CC2)c1C

# 7 entries out of the list above, ordered by the number in S aureus QS inh, ascending.
SMILES,S aureus QS inh,S aureus QS inh GFP MFI %
O=C(c1cc(-c2ccco2)on1)N1CCOCC1,-6,-10
Cc1cccc(N2CCN(c3nc4ccc(Cl)cc4n4cnnc34)CC2)c1C,-4,-9
CCOC(=O)CNc1c(N2CCN(c3ccccn3)CC2)c(=O)c1=O,-3,-21
CCOc1cccc2c1OC1(C)CC2NC(=O)N1c1ccc(OC)cc1 (stereo not drawn),-2,-16
NC(=O)NC(=O)CSc1cccc(C(F)(F)F)c1,-1,-15
CC(C)Cn1c2c(c(O)c(C(=O)Nc3ncccc3O)c1=O)CCCC2,0,-1
CCCN(c1ccc(OCC)cc1)S(=O)(=O)c1ccc2c(c1)CCN2C(=O)CCC(=O)O,1,-6

# Next structures follow:
S aureus QS inh	S aureus QS inh GFP MFI %	mol
-2	-11	O=C1CCCN1CN1CCCCC1
0	-6	O=C(CSc1ncccc1-c1nc2ccccc2[nH]1)Nc1ccc2c(c1)OCCO2
1	15	O=C(CCS(=O)(=O)c1ccc(Br)cc1)N1CCN(c2ccccc2)CC1
-3	-1	COc1cc(-c2noc(-c3cccc(Cl)c3)n2)cc(OC)c1OC
0	-20	COc1ccc(CNC(=O)CS(=O)Cc2nc(-c3ccccc3C)oc2C)cc1 (stereo not drawn)
0	1	CN(C)c1ccc(NC(=O)CSc2nc3c(c(=O)[nH]2)CCCC3)cc1
-7	-11	CCN(CC)CCCNS(=O)(=O)c1ccc(OC)cc1
9	15	COc1cccc(NC(=O)N2CCC(C(N)=O)(N3CCCCC3)CC2)c1
-2	-1	OCCNC1=NCCN1
0	2	CC1(C)Cc2c(c(N3CCOCC3)nc3sc(C#N)c(N)c23)CS1

# An excerpt; count on the stated rates, not on these rows.
